procasp3 activ – activates human procaspase-3. P42574. recombinant procaspase-3 D3A, Ac-DEVD-pNA absorbance 405 nm. activation, % at 8.5 µM. hit rate 0.11% among 330,000;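 active means activation above the mean of all tested compounds plus 3 SD, cut at about 21% in these data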;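 further: 0% = DMSO alone and 100% = DMSO wells spiked with extra 5 µM PC-3 D3A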
Target sequence (P42574 whole entry D9A/D28A/D175A): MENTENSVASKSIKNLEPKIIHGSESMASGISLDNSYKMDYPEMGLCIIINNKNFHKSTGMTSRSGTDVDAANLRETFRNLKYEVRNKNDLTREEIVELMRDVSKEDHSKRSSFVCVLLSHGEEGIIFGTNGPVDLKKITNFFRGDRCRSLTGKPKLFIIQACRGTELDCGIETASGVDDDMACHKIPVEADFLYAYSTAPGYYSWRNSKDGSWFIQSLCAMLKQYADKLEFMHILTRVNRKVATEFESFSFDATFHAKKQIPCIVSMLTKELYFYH
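Evaluation: percent activation relative to control range; Material: Procaspase-3 D3A mutant, all three cleavage aspartates alanine; Compound: single dose, 8.5 µM nominal compound, 0.8% DMSO; Replication: one well per compound; Signal: absorbance at 405 nm, 0 and 120 min; Schedule: 1 h preincubation plus 2 h reaction at 25 °C.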
Yeast superoxide – lowers age-related superoxide in aged yeast cells. S. cerevisiae aged cells, superoxide DHE fluorescence; stronger effect = lower value. superoxide response (% of plate mean), % at 10 µM. hit rate 0.18% among 330,000;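 active means superoxide response under a set limit, about three screen SD below normal, cut at about 65% in these data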;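 further: yeast aged for seven days with compound at 30 °C before DHE staining; 100% = average MFI of all compound-treated wells on the plate with controls excluded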
AHR act – activators of human aryl hydrocarbon receptor. AHR-responsive luciferase reporter cells, luminescence. activation, % at 5 µM. hit rate 2.5% among 320,000; in the data active means activation above about 47%;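 further: 0% = vehicle wells and 100% = reference agonist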
MEP2-GFP yeast – alters MEP2-GFP fluorescence in TOR pathway yeast screen | S. cerevisiae MEP2-GFP strain, flow cytometry GFP, 3 h; 100% = DMSO control level | GFP response vs DMSO, % at 10 µM | hit rate 0.51% among 330,000 | AID 2016;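 active means GFP response versus DMSO above a set limit, roughly screen mean plus 3 SD, cut at about 180% in these data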;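 further: median GFP fluorescence of the barcode-gated MEP2-GFP cells per well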
JMJD2C inh – human JMJD2C demethylase inhibition. Q9H3R0. GST-JMJD2C(1-420) H3K9me3 demethylation, DELFIA europium. inhibition, % at 2.35 µM. hit rate 0.069% among 330,000. AID 2099;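 active means more than half of a compound's replicate wells show inhibition beyond 50%, single wells judged on their own value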;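 further: signal counts dimethyl H3K9 product captured on neutravidin plate; 0% = median of DMSO wells and 100% = 0.3 times that DMSO median; strong numbers were not always called active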
Target sequence (Q9H3R0 1-420 limits assumed): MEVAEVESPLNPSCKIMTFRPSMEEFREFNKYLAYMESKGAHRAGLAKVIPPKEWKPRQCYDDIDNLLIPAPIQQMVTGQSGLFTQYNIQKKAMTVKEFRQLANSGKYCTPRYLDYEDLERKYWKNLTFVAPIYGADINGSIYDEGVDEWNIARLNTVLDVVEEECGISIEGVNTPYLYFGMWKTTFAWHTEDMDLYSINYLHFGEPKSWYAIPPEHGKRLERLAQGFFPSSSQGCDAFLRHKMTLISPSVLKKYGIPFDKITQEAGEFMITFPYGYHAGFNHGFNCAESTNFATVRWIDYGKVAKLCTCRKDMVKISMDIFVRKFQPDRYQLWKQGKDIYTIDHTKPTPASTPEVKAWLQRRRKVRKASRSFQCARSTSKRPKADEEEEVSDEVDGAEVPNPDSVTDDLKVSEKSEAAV
RPL19A TOR yeast – yeast TOR pathway RPL19A-GFP modulation; S. cerevisiae RPL19A-GFP strain, flow cytometry, 3 h; stronger effect = lower value; percent response vs DMSO, % at 10 µM; hit rate 0.3% among 330,000; AID 2025;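 active means percent response vs DMSO below 50%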;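 further: median channel GFP fluorescence of the barcoded RPL19A-GFP strain; ratio of sample median GFP to plate DMSO average so 100% = DMSO; lower means less RPL19A-GFP as with rapamycin TOR inhibition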
procasp7 counter – counter-screen: procaspase-7 (human) activation | P55210 | recombinant procaspase-7, Ac-DEVD-pNA absorbance 405 nm; D23A/D198A/D206A triple mutant, cannot self-cleave; scale: DMSO 0, 5 µM enzyme 100 | activation, % at 8.5 µM | hit rate 0.093% among 330,000 | AID 463210;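 active means percent activation above the screen-wide mean plus 3 SD, cut at about 25% in these data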
Target sequence (P55210 whole entry D23A/D198A/D206A): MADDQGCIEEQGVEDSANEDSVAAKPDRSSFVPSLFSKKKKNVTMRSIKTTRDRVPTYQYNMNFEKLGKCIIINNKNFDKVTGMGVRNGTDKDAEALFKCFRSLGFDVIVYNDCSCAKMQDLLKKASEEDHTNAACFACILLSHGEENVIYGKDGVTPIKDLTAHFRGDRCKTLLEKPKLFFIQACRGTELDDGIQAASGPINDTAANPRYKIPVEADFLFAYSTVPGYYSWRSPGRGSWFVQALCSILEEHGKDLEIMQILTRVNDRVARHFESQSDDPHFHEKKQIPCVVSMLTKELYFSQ
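System: Procaspase-7 triple mutant (PC-7 D3A); measure: % activation from two-timepoint absorbance difference, scaled to controls; times: 1 h compound preincubation, 2 h substrate cleavage, 25 °C; also added: Ac-DEVD-pNA substrate, 400 µM as added; measured by: Epi-absorbance of released pNA at 405 nm, two timepoints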
LAP4 TOR yeast – modulators of TOR pathway LAP4-GFP in S. cerevisiae. hit rate 0.34% among 320,000. S. cerevisiae LAP4-GFP multiplex, flow cytometry GFP, 3 h; median GFP as percent of DMSO wells. AID 2023. GFP response vs DMSO, % at 10 µM;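 active means GFP response vs DMSO above a set limit, about the screen mean plus 3 SD, cut at about 150% in these data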
Numbers without * were called inactive; i = inactive; . = not tested or not shown; & = joins results of further samples; [ ] = another dose, or the depositor's remark.

SMILES	procasp3 activ	Yeast superoxide	AHR act	MEP2-GFP yeast	JMJD2C inh	RPL19A TOR yeast	procasp7 counter	LAP4 TOR yeast
C=CCOc1c(Br)cc(C2NC(=O)NC(C)=C2C(C)=O)cc1OCC (stereo not drawn)	11	112	1	105	6	101	2	107
O=C(c1ccccn1)N1CCN(C(=O)c2ccccn2)CC1	8	102	-1	97	3	94	13	94
COc1ccc(C(=O)N2CCC(N3CCN(c4ccccc4)CC3)CC2)cc1OC	-1	97	3	104	-10	112	-6	121
Cc1cccc(NC(=S)NC2CC3CCC(C2)N3Cc2ccco2)c1 (stereo not drawn)	-7	117	1	96	-1	93	-2	90
O=C(Nc1cc(C(F)(F)F)ccc1Cl)C(Sc1ccccn1)c1ccccc1 (stereo not drawn)	-11	89	3	101	-25	100	1	101
CCC(C)NCCOc1ccccc1C (stereo not drawn)	7	112	3	97	-4	102	-1	102
COc1ccc(NC(=O)c2nc[nH]c2C(=O)NCC(=O)OC(C)(C)C)cc1	16	112	34	97	-3	101	4	121
COc1ccccc1C1N(c2ccc(F)cc2)C(=O)C2CCCN21 (stereo not drawn)	-1	94	-2	97	5	99	1	103
CCCN(CC(=O)Nc1ccccc1C)C(=O)c1cccc(S(=O)(=O)N2CCN(c3ccccc3)CC2)c1	-1	103	-1	96	3	94	4	98
O=C(Nc1cccc(NC(=O)c2cccnc2)c1)c1ccccc1	5	106	35	108	-23	110	11	116
Cc1cc(NC(=O)CCC(=O)N(CC(=O)NCC2CCCO2)c2cccc(C)c2C)no1 (stereo not drawn)	1	119	-3	100	4	100	2	98
O=C(COC(=O)C1(c2ccccc2)CC1)NNC(=O)c1ccccc1	8	80	3	100	7	100	-1	90
CCCCCCc1cc2cc(C(=O)NC)c(=N)oc2cc1O	7	99	3	107	-1	98	9	99
Cc1ccc(OCC(O)CN2CCOCC2)cc1 (stereo not drawn)	-3	99	-1	113	4	105	1	93
CC1(C)CC(=O)C2=C(C1)N(CC1CCCO1)C(=O)NC2(C(F)(F)F)C(F)(F)F (stereo not drawn)	-13	102	0	93	8	112	-1	80
O=C(NCc1ccccc1)c1ccc2c(=O)n(CC3CCCO3)c(=S)[nH]c2c1 (stereo not drawn)	1	106	-2	106	-6	105	2	96
CCCCn1c(=O)[nH]c(=O)c2c1nc(-c1ccc(OC)c(Br)c1)n2CC(C)C	-12	93	5	106	8	99	-6	100
O=c1nc2ccc(Cl)cn2c2ccc(S(=O)(=O)N3CCCCC3)cc12	-7	114	-7	100	i	103	3	99
COc1ccc(N2CCN(C(=O)CN3C(=O)NC(c4ccc(OC)cc4)(c4ccc(OC)cc4)C3=O)CC2)cc1	-7	86	4	100	-2	98	3	101
O=C(c1ccco1)N1CCN(C(=O)C2CC(c3ccccc3F)=NO2)CC1 (stereo not drawn)	2	88	-1	109	-2	102	3	99
Cc1cc([N+](=O)[O-])cc([N+](=O)[O-])c1NCC(C)C	0	92	1	102	2	93	-4	94
CCOc1ccc2nc(SCC(=O)Nc3cc4c(cc3C(C)=O)OCO4)[nH]c2c1	-11	96	5	113	-1	97	0	84
O=S1(=O)C=C(Sc2nc3cc(Cl)ccc3o2)c2ccccc21	5	101	4	92	-20	100	-5	135
CCN(CC)CCC(c1ccc2c(c1)OCO2)c1c(OC)cc(OC)c2ccc(=O)oc12 (stereo not drawn)	6	100	3	93	4	97	-1	129
Cn1c(=O)c2c(-c3ccc(C(C)(C)C)cc3)n(CC3CCCO3)cc2n(C)c1=O (stereo not drawn)	-4	91	1	101	8	100	-10	85
COc1ccc(S(=O)(=O)NCCc2nnc3ccc(SCC(=O)Nc4cc(C)on4)nn23)cc1	-1	91	-1	109	2	102	3	108
Cc1cc(NC(=O)C2(c3ccccc3)CCCC2)no1	5	94	0	90	-8&7	92	-1	91
O=C(Nc1ccc(N2CCN(Cc3ccccc3)CC2)cc1)c1ccco1	-8	103	-7	99	-7	105	4	95
CCN(CC)CC(O)Cn1c(C)c(-c2ccccc2)c2cc([N+](=O)[O-])ccc21 (stereo not drawn)	-3	101	2	103	-2	100	-1	104
O=C(c1ccc(Oc2ccc(C(F)(F)F)cc2[N+](=O)[O-])cc1)N1CCOCC1	1	106	0	106	2	104	12	94
CS(=O)(=O)N1CCN(c2ccc([N+](=O)[O-])cc2C(F)(F)F)CC1	-13	94	0	98	-5	102	-10	88
Cc1cc(C)c(C)c(S(=O)(=O)N2CCN(c3ccc(O)cc3)CC2)c1C	-10	96	0	109	18	95	-24	128
Cc1ccc(SCc2[nH]nc3c2C(c2ccc(C)o2)C(C#N)=C(N)O3)cc1 (stereo not drawn)	2	118	7	100	-6	98	1	102
COc1cc(OC)cc(-c2c(C#Cc3ccsc3)c3cc(-c4cnc(OC)nc4)ccc3n2C)c1	1	85	1	92	3	98	5	98
CS(=O)(=O)N(CC(=O)N1CCC(C(N)=O)CC1)C1CCCCC1	9	102	12	101	-4	97	0	93
CC(=O)Nc1ccc(-c2nc3cc(Cl)ccc3o2)cc1	5	105	37	107	-8	97	-3	100
CC(NC(=S)Nc1ccc(S(=O)(=O)N2CCOCC2)cc1)C1CC2CCC1C2 (stereo not drawn)	-4	84	0	98	0	104	5	93
CCn1c(CCCOc2ccc(Cl)cc2Cl)nnc1SCC(=O)Nc1cccc(F)c1	-9	123	-1	104	-13	92	11	97
CCCCC(CC)COP(=O)(OCC(CC)CCCC)OCC(CC)CCCC (stereo not drawn)	0	87	-1	103	6	111	7	114
O=C(COC(=O)c1ccc(Cl)c(S(=O)(=O)N2CCCCCC2)c1)Nc1ccccc1	5	98	4	99	-2	98	5	109
O=C(CCc1ccccc1)N=C1SC2CS(=O)(=O)CC2N1Cc1ccc(F)cc1 (stereo not drawn)	2	94	1	88	65	95	-6	83
CCc1ccc(-n2c(C)n[nH]c2=S)cc1	-6	98	4	106	13	107	-9	103
O=C(NCc1ccc(Cl)cc1)c1nccnc1CO	.	110	.	109	-1	102	.	90
COc1ccc(-c2nn(-c3ccccc3)cc2/C=C/C(=O)N2CCOCC2)cc1OC	0	103	11	91	0	96	9	105
COc1ccc(N(C)S(=O)(=O)c2cccc(C(=O)NCC3CCCO3)c2)cc1 (stereo not drawn)	-9	145	2	111	-24	94	6	104
CCOC(=O)CSc1nnc(-c2ccco2)n1-c1ccccc1	10	99	-1	101	-7	98	4	98
S=c1[nH]c2ccccc2n2cccc12	1	117	14	100	-7	97	-4	98
CCN(CC)C(=O)Cn1cc(C(=O)C(=O)N(C)C2CCN(C)CC2)c2ccccc21	2	106	6	95	-2	103	8	97
COc1ccc(C(CCNCc2ccccc2F)c2ccc(F)cc2)cc1 (stereo not drawn)	-2	97	0	109	-6	101	1	106
COc1ccc(N(C(=O)c2snc(C(N)=O)c2N)C(C(=O)NC2CCCC2)c2ccc(C)o2)c(OC)c1 (stereo not drawn)	4	99	7	100	0	101	-8	91
O=Cc1c(N2CCN(CCO)CC2)nc2ccccn2c1=O	-2	102	0	107	-9	101	-13	97
CCn1c(=S)sc2c(=O)n(CC(=O)Nc3ccc(Cl)cc3)c(C)nc21	4	75	8	97	4	96	-5	89
Nc1nc2ccccc2n1Cc1ccc(Cl)c(Cl)c1	3	102	4	105	1	103	-13	92
CCOc1ccc(N2CC(C(=O)NCC(=O)Nc3ccc(F)c(F)c3F)CC2=O)cc1 (stereo not drawn)	4	96	0	102	11	97	-6	99
Cc1ccc(C)c(-c2cc(C(=O)Nc3cccc(C(=O)O)c3)c3ccccc3n2)c1	-7	116	-2	101	2	98	1	101
COc1ccc(S(=O)(=O)NC(Cc2cnc[nH]2)C(=O)O)cc1 (stereo not drawn)	1	99	-4	99	-1	100	-1	94
COc1cccc(C#Cc2c(C=O)n(C)c3ccccc23)c1	-38	94	110*	95	0	94	-35	89
CC(=O)c1sc(C(C)(C)C)cc1NC(=O)CCC(=O)O	-6	106	3	98	-1	98	3	109
CC(=O)c1cc(C#N)c(N(C)Cc2ccccc2)nc1C	-1	102	-1	96	10	94	2	99
Cc1nn(CCCC(=O)Nc2cccnc2Cl)c(C)c1[N+](=O)[O-]	8	106	-1	103	3	102	8	113

Limited to AHR act (3 entries from above):
SMILES | AHR act
COc1ccc(N(C)S(=O)(=O)c2cccc(C(=O)NCC3CCCO3)c2)cc1 (stereo not drawn) | 2
CCOC(=O)CSc1nnc(-c2ccco2)n1-c1ccccc1 | -1
S=c1[nH]c2ccccc2n2cccc12 | 14

Next section:
SMILES	procasp3 activ	Yeast superoxide	AHR act	MEP2-GFP yeast	JMJD2C inh	RPL19A TOR yeast	procasp7 counter	LAP4 TOR yeast
CCOC(=O)C1=C(c2ccccc2)NC(N)=NC1c1ccc(OCc2ccc(C(=O)OC)cc2)cc1 (stereo not drawn)	-3	94	-4	104	-8	96	7	98
COc1cccc(CNC(=S)NC2CC2)c1	-3	103	3	114	-1	105	5	103
Cc1cccc(NC(=O)C2CCCN(c3nc(C)cc(C)n3)C2)c1 (stereo not drawn)	3	89	7	94	-2	.	5	85
CC1(c2nnc(-c3ccc(Cl)cc3)o2)CC(c2ccc([N+](=O)[O-])cc2)=NO1 (stereo not drawn)	3	95	1	98	-41	100	-13	94
O=C(CCS(=O)(=O)c1cccs1)Nc1ccc(C(=O)NCc2ccccc2)cc1	5	105	2	103	-34	104	10	110
COc1ccc(OCC(=O)N(Cc2ccc(C)o2)C2CCS(=O)(=O)C2)cc1 (stereo not drawn)	2	116	15	105	3	102	7	101
CCOc1cc(C2NC(=O)NC(C)=C2C(=O)OCC2CCCCC2)ccc1O (stereo not drawn)	1	106	0	104	2	103	-1	91
COc1ccc(NC(=O)C2CCC(C)(C(=O)O)C2(C)C)cc1 (stereo not drawn)	-3	90	-2	104	-1	106	6	108
CCOc1ccc(NC(=O)CSc2nc(=O)n(CCCN3CCOCC3)c3c2CCC3)cc1	-3	96	1	94	0	93	7	104
CC1CCN(C(=O)CSCc2ccc(Cl)cc2)CC1	-3	104	-4	100	0	97	6	101
Cc1ccc(S(=O)(=O)N2CCOCC2)cc1C(=O)Nc1c(C)n(C)n(-c2ccccc2)c1=O	3	86	1	103	-8	103	-5	98
FC(F)(F)c1nnc(-c2ccccc2)nc1Sc1ccccc1	2	108	6	97	14	99	9	119
O=C(NCC1CCCO1)c1ccccc1 (stereo not drawn)	-6	90	3	170[may fluoresce violet]	2	82[may fluoresce violet]	11	112[may fluoresce violet]
Cc1cccc(NC(=O)CSc2ncnc3c2oc2ccccc23)c1	12	104	1	104	0	94	-2	105
Cc1ccn2c(NC3CCCC3)c(-c3ccccn3)nc2c1	-13	89	77*	97	-7	96	-8	113
COc1ccc(CCNC(=O)CCS(=O)(=O)c2ccc3c(c2)NC(=O)CO3)cc1OC	9	101	4	122	-6	103	-9	105

Structures listed so far shown as hits in AHR act:
structure | procasp3 activ | AHR act | MEP2-GFP yeast | JMJD2C inh | RPL19A TOR yeast | LAP4 TOR yeast
COc1cccc(C#Cc2c(C=O)n(C)c3ccccc23)c1 | -38 | 110* | 95 | 0 | 94 | 89
Cc1ccn2c(NC3CCCC3)c(-c3ccccn3)nc2c1 | -13 | 77* | 97 | -7 | 96 | 113

High-throughput results as filed in PubChem.
